# Compound activity as filed in PubChem BioAssay.
# K1F lysis inhibition: inhibition of K1F phage lysis, E. coli UTI89, bacterial capsule biogenesis inhibitors, alamar blue (AID 488966). E. coli UTI89 K1F phage lysis, alamar blue, 2 h; higher % means a stronger effect. inhibition, % at 100 µM, or IC50 in µM where a hit was titrated. hit rate 0.02% among 340,000;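 active = phage lysis inhibition, versus mean bacterial control, above a set limit; inconclusive = no clear call, values can overlap the other calls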;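 also: capsule biogenesis inhibitors block K1F phage lysis so surviving cells raise fluorescence; higher fluorescence means more inhibition of phage lysis; actives were called in the ten point dose series up to 300 µM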
# Siah-1 displacement: Siah-1 peptide-binding antagonists, primary screen, biochemical, fluorescence polarization, rhodamine-plectin, uHTS (AID 1817). E3 ubiquitin-protein ligase SIAH1 (Homo sapiens). displacement, % at 20 µM; hits with a dose series show IC50 in µM. hit rate 0.02% among 290,000. Siah-1 / rhodamine-plectin peptide fluorescence polarization; higher % means a stronger effect;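 active = displacement of at least 50% at 20 µM, with a fluorescence ratio check between 0.3 and a set limit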;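 also: plate controls were Siah plus tracer with DMSO for no effect and tracer alone without Siah for full effect; strong numbers were not always called active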
# GPR55 LPI antagonism: GPR55 antagonists blocking LPI-driven arrestin recruitment, primary screen, imaging, U2OS, beta-arrestin-GFP, LPI agonist (AID 2013); U2OS GPR55 beta-arrestin-GFP translocation imaging, LPI antagonism; higher % means a stronger effect; inhibition, % at 10 µM; hits with a dose series show IC50 in µM; G-protein coupled receptor 55 (Homo sapiens); hit rate 0.13% among 290,000;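 active = spots per cell inhibited over 60%, with over 100 cells counted and total cytoplasm intensity under 500,000; inconclusive = wells with under 100 cells, flagged as likely toxic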;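 also: U2OS cells stably carrying GPR55 and arrestin-GFP stimulated by 5 µM LPI near EC80; imaged beta-arrestin-GFP aggregate spots per cell after agonist stimulation; plate controls were LPI-stimulated DMSO wells for no effect and DMSO wells without LPI for full effect; some results filed as inactive read as strong as hits; confirmed hits need IC50 under 10 µM and bright autofluorescent wells are also inconclusive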
# AID2073: inhibitors of Mint1-CaV2.2 protein interaction, biochemical, HTRF (AID 2073) | HTRF protein-protein interaction, Mint1-CaV2.2; higher % means a stronger effect | inhibition, % at 20 µM, or IC50 in µM where a hit was titrated | hit rate 0.19% among 290,000; in the data active = inhibition mostly above about 51%, no sharp cut-off; inconclusive = no clear call, values can overlap the other calls; inactive = mostly below about 53%; also: some results filed as inactive read as strong as hits
# GPR35 antagonists: GPR35 antagonists blocking zaprinast-driven arrestin recruitment, primary screen, imaging, U2OS, beta-arrestin-GFP, zaprinast agonist (AID 2058); G-protein coupled receptor 35 (Homo sapiens); U2OS GPR35 beta-arrestin-GFP translocation imaging, zaprinast antagonism; higher % means a stronger effect; inhibition, % at 10 µM; hits with a dose series show IC50 in µM; hit rate 0.052% among 290,000;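 active = inhibition of at least 50% with at least 30 cells and total cytoplasm GFP at most 10,000,000; inconclusive = under 30 cells or total GFP of 10,000,000 plus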
# HIV fusion peptide: inhibitors of HIV fusion peptide binding, primary screen, biochemical, uHTS, fluorescence dequenching (AID 1986) | inhibition, % at 20 µM; hits with a dose series show IC50 in µM | hit rate 0.3% among 290,000 | cell-free peptide binding, fluorescence dequenching, 30 min; higher % means a stronger effect; in the data active = inhibition mostly above about 52%, no sharp cut-off; inactive = mostly below about 76%; also: some results filed as inactive read as strong as hits
# NTR1 agonist: agonists of NTR1, primary screen, imaging, U2OS cells, beta-arrestin-GFP, high content (AID 493036) | activation, % at 20 µM | Neurotensin receptor type 1 (Homo sapiens), P30989 | hit rate 0.17% among 330,000 | NTR1-U2OS beta-arrestin-GFP spot imaging, agonist mode;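 active = activation at or above 40% of the spot to cytoplasm intensity ratio, with at least 20 cells analyzed; inconclusive = wells under 20 cells, flagged as cytotoxic or low count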;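 also: 0% = DMSO without peptide and 100% = 100 nM NTR1 peptide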
# Target sequence (P30989 whole entry, looked up): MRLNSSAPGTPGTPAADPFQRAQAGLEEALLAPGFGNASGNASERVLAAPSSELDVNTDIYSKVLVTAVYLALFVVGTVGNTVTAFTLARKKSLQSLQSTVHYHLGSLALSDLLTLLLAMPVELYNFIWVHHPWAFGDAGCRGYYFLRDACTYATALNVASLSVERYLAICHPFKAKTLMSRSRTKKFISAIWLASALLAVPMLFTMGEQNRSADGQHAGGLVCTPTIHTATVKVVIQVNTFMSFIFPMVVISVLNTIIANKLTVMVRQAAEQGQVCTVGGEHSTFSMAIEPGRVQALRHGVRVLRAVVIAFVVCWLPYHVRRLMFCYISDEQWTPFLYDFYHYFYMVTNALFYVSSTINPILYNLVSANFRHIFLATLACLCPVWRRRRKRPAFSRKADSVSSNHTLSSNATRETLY
# GPR55 activation: GPR55 agonists via beta-arrestin recruitment, primary screen, imaging, U2OS cells, beta-arrestin-GFP redistribution (AID 1961); hit rate 0.048% among 290,000; activation, % at 10 µM; hits with a dose series show EC50 in µM; U2OS GPR55 beta-arrestin-GFP redistribution imaging; higher % means a stronger effect; G-protein coupled receptor 55 (Homo sapiens);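 active = activation above 40% with more than 50 cells counted in the well; inconclusive = wells holding fewer than 50 cells, flagged as toxic or sparse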;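 also: U2OS osteosarcoma cells stably expressing GPR55 and beta-arrestin-GFP; plate controls were DMSO negative control for no effect and LPI positive control for full effect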
# NS5 inhibitors: Dengue-2 NS5 methyltransferase inhibitors, primary screen, biochemical, confirmation dose response (AID 588689). Genome polyprotein (Dengue virus type 2 (strain 16681-PDK53)). Dengue-2 NS5 methyltransferase capping enzyme assay, biochemical; higher % means a stronger effect. one-dose inhibition, % at 25 µM; IC50 in µM for titrated hits. hit rate 0.3% among 340,000; in the data active = a potency from the dose series; inconclusive = inhibition above about 29% without an active follow-up result
# NTR1 agonist cell count 20 µM: recorded beside NTR1 agonist, whose call it bears; cell count; measured here: cell count, cytotoxicity flag
# NS5 inhibitors pilot replicate: recorded beside NS5 inhibitors, whose call it bears; inhibition, %; measured here: pilot screen replicate inhibition
# * hit, by the source's call; ? = inconclusive; · = no result given; & = joins results of further samples; [ ] = dose if it differs, or a comment.
SMILES,K1F lysis inhibition,Siah-1 displacement,GPR55 LPI antagonism,AID2073,GPR35 antagonists,HIV fusion peptide,NTR1 agonist,NTR1 agonist cell count 20 µM,GPR55 activation,NS5 inhibitors,others
O=C(/C=C/c1ccc(O)c(O)c1)c1ccccc1O,0.5%,3%,2%,12%,2%,8.0%,21,45,1.0%,-11%,
CCNc1nc(NCC)nc(N/N=C/c2ccc(Br)cc2)n1,1.2%,2%,6%,-1%,21%,1.5%,-1.2,40,0.2%,-4%,
CCOCCCNC(=O)c1ccc2c(=O)n(CCCOCC)c(=S)[nH]c2c1,0.6%,-3%,6%,?,-8%,4.0%,0.0,39,0.1%,-7%,
CCN(CC)C(=O)C(C)N(C#N)c1nc(SC)nc(N(C)C)n1 (stereo unspecified),-1.0%,1%,3%,-8%,-11%,0.5%,0.8,66,-0.1%,1%,
Cc1cc(OCC(=O)O/N=C(\N)c2ccccc2)ccc1Cl,0.5%,2%,1%,7%,-11%,0.5%,·,·,0.2%,4%,
CC(C(=O)Nc1ccc(C#N)cc1)N(C)CC(=O)Nc1cccc(F)c1 (stereo unspecified),-0.5%,1%,-6%,4%,1%,0.3%,0.0,50,-0.3%,-6%,
O=C(Cc1ccc(Br)cc1)NCCc1ccc(Cl)cc1Cl,1.5%,0%,7%,-1%,6%,3.0%,2.2,43,0.2%,1%,
Nc1cccc2c1C(=O)N(CC(=O)NC13CC4CC(CC(C4)C1)C3)C2=O,-0.4%,-2%,12%,24%,0%,3.4%,-0.6,35,0.2%,7%,
CN(C)c1ccnc2c[cH-]cc12.[Fe].c1ccc(-[c-]2[c-](-c3ccccc3)[c-](-c3ccccc3)[c-](-c3ccccc3)[c-]2-c2ccccc2)cc1 (stereo unspecified),-0.2%&3.1%,1%,23%,20%,-7%,-7.1%,7.6&2.9,93&69,-0.2%,3%&4%,
Cc1onc(-c2c(Cl)cccc2Cl)c1NC(=O)NN(C)c1ccc([N+](=O)[O-])cn1,0.8%,-1%,-4%,-1%,7%,0.7%,-0.1,40,-0.2%,-10%,
COc1ccccc1CNC(=O)c1ccc(NC2=NC3CS(=O)(=O)CC3S2)cc1 (stereo unspecified),0.0%,8%,6%,-4%,1%,-0.5%,-0.3,48,-0.4%,1%,
Cc1ccc(S(=O)(=O)N(Cc2nccn2C)C(C)C)cc1,0.0%,2%,-6%,5%,-13%,-1.4%,-0.6,91,0.0%,-5%,
Cc1cc(C)n(-c2ccc(C(=O)N3CC(C)OC(C)C3)cc2)n1 (stereo unspecified),-0.3%,0%,1%,13%,2%,0.7%,-0.7,33,-1.1%,-9%,
COc1cc(C(=O)NNC(=O)c2cc(C)[nH]n2)cc(OC)c1OC,0.0%,16%,10%,12%,-10%,-0.9%,-0.3,51,0.2%,7%,
Cc1ccc(OCc2cc(C(=O)N3CCc4[nH]cnc4C3c3ccccn3)no2)cc1C (stereo unspecified),0.2%,3%,0%,6%,20%,-0.3%,1.8,46,0.0%,-10%,
CC(=O)C1C(c2ccc(Cl)cc2)c2c(noc2C)CC1(C)O (stereo unspecified),·,-2%,-2%,22%,26%,-1.6%,1.8,66,-0.1%,·,
Cc1nnc(SCc2cccc([N+](=O)[O-])c2)o1,-2.1%,4%,11%,13%,-11%,1.0%,2.4,33,-0.1%,-1%,
O=C(COC(=O)c1ccc2c(c1)OCO2)Nc1ncc(Cl)cc1Cl,-0.3%,-4%,9%,-15%,1%,38%,-1.3,86,-0.4%,-9%,
Cn1c(CCN2CCN(c3ccccn3)CC2)nc2cc(NC(=O)COc3ccccc3)ccc21,3.3%,-2%,6%,25%,-6%,0.8%,2.5,60,0.3%,-5%,
Cc1ccc(C2=Nc3ccccc3NC(C)(c3ccc(C)o3)C2)o1 (stereo unspecified),-0.6%,1%,8%,10%,2%,22%,3.3,45,-0.3%,9%,
O=C(Nc1ccccc1)OCCCCCOC(=O)Nc1ccccc1,0.3%,2%,3%,16%,9%,-2.2%,0.4,53,0.0%,-5%,
Cc1ccc2occ(/C=N/O)c(=O)c2c1,0.1%,3%,12%,-3%,3%,2.5%,0.8,40,0.0%,8%,
O=C(/C=C/c1ccco1)Nc1cccnc1Cl,-0.3%,-2%,7%,-14%,19%,7.4%,-0.3,46,0.6%,-6%,
Cc1cc(NC(=O)C2CC(c3ccc(F)cc3)=NO2)n(-c2ccccc2)n1 (stereo unspecified),-0.1%,-2%,3%,?,17%,1.4%,-1.7,53,0.3%,-4%,
CC(C)(C)[C@H]1C=C(C(N)=O)O[C@@H](OCCCCO)C1,-0.5%,4%,13%,2%,-2%,0.5%,0.0,65,0.0%,1%,

# An excerpt from above in order of heavy-atom count, ascending:
SMILES,K1F lysis inhibition,Siah-1 displacement,GPR55 LPI antagonism,AID2073,GPR35 antagonists,HIV fusion peptide,NTR1 agonist,NTR1 agonist cell count 20 µM,GPR55 activation,NS5 inhibitors,others
Cc1nnc(SCc2cccc([N+](=O)[O-])c2)o1,-2.1%,4%,11%,13%,-11%,1.0%,2.4,33,-0.1%,-1%,
O=C(/C=C/c1ccc(O)c(O)c1)c1ccccc1O,0.5%,3%,2%,12%,2%,8.0%,21,45,1.0%,-11%,
Cc1cc(C)n(-c2ccc(C(=O)N3CC(C)OC(C)C3)cc2)n1 (stereo unspecified),-0.3%,0%,1%,13%,2%,0.7%,-0.7,33,-1.1%,-9%,
Cc1cc(NC(=O)C2CC(c3ccc(F)cc3)=NO2)n(-c2ccccc2)n1 (stereo unspecified),-0.1%,-2%,3%,?,17%,1.4%,-1.7,53,0.3%,-4%,
Cc1ccc(OCc2cc(C(=O)N3CCc4[nH]cnc4C3c3ccccn3)no2)cc1C (stereo unspecified),0.2%,3%,0%,6%,20%,-0.3%,1.8,46,0.0%,-10%,

# More entries follow.
SMILES,K1F lysis inhibition,Siah-1 displacement,GPR55 LPI antagonism,AID2073,GPR35 antagonists,HIV fusion peptide,NTR1 agonist,NTR1 agonist cell count 20 µM,GPR55 activation,NS5 inhibitors,others
COc1ccc(/C=C(/NC(=O)c2ccc(Br)cc2)C(=O)N2CCOCC2)cc1,0.8%[50 µM],0%,-7%,-6%,18%,-0.9%,-0.2,43,0.0%,-3%,
Cc1c(O)nc(SCC(=O)Nc2ccc3c4c(cccc24)CC3)n(-c2ccccc2)c1=O,-0.2%,10%,-1%,25%,-14%,27%,1.2,92,0.3%,6%,
CCOc1ccccc1NC(=O)CCC(=O)O,0.2%,2%,4%,-1%,9%,1.6%,3.1,27,-0.1%,-3%,
Cc1cc(C(=O)CN2C(=O)c3ccccc3S2(=O)=O)c(C)n1-c1ccccc1,0.6%,-1%,-7%,5%,-11%,2.5%,-0.5,56,-0.1%,-9%,
COc1ccccc1-n1c(SCC(=O)O)nc2c(sc(=S)n2-c2ccc(C)c(C)c2)c1=O,0.0%,-5%,0%,4%,14%,2.2%,0.1,86,-0.1%,3%,
O=C(NCC1CCCO1)c1ccc2c(c1)OCO2 (stereo unspecified),0.5%,0%,3%,7%,23%,-2.5%,1.6,34,-0.2%,1%,
COc1cc(OC)cc(C(=O)NC2CCSc3ccccc32)c1 (stereo unspecified),0.5%,6%,-6%,4%,6%,0.7%,0.5,61,-0.1%,-1%,
CCc1ccc(C(=O)Cc2cc3cccc(OC)c3oc2=O)cc1,0.1%,6%,17%,15%,6%,0.0%,3.3,90,1.4%,4%,
O=C(N/N=C\c1c(O)ccc2ccccc12)c1ccc(S(=O)(=O)N2CCCCC2)cc1,1.7%[50 µM],-7%,10%,10%,-5%,30%,0.8,49,-0.2%,26%,
CC(C)CCCN1C(Nc2ccccc2)=NC[C@@H]1CC(C)C,1.1%,4%,4%,2%,-1%,-0.8%,5.5,63,-0.2%,-2%,
CSc1ccc(NC(=O)N2CCN(c3nc4ccccc4s3)CC2)cc1,1.1%,-3%,-9%,6%,5%,0.1%,4.9,79,-0.1%,-6%,NS5 inhibitors pilot replicate=-3.2
O=C(NCc1ccccc1)c1ccc(Cl)c(NC2=NC3CS(=O)(=O)CC3S2)c1 (stereo unspecified),1.2%,2%,1%,-6%,11%,1.5%,0.7,88,0.5%,-1%,
COc1ccc2nc(SCC(=O)NC3CC3)c(C#N)cc2c1,0.0%,-8%,7%,4%,-6%,-1.9%,-0.2,41,-0.1%,-7%,
Cc1ccc(CSCCNC(=O)/C=C/c2ccccc2Cl)cc1,-0.1%,-3%,8%,-4%,19%,-0.8%,3.8,43,0.0%,-3%,
COC(=O)Cn1cc(C(=O)C2CC2)c2ccccc21,3.6%,3%,2%,-3%,6%,-2.3%,-2.6,86,-0.1%,-3%,
CCN(CC)S(=O)(=O)c1ccc2c(c1)CC(C(=O)N1CCCC1)N2C(C)=O (stereo unspecified),0.2%,-3%,-2%,-2%,4%,-0.7%,-0.7,86,-0.2%,1%,
Clc1ccc(N2CCN(/N=C/c3ccncc3)CC2)cc1,0.1%,11%,6%,8%,-4%,2.4%,1.6,30,-0.2%,10%,
COc1cccc(C2CC(C(F)(F)F)n3ncc(C(=O)NCc4ccco4)c3N2)c1 (stereo unspecified),0.1%,-5%,3%,2%,-14%,0.8%,0.3,54,-0.2%,-3%,
CCCc1nn(C)c2c1C(c1cccnc1)C(C#N)=C(N)O2 (stereo unspecified),0.1%,-2%,11%,0%,13%,1.4%,1.0,83,-0.1%,-3%,
CCOc1ccc(CN2CCN(C3CCSCC3)CC2CCO)cc1 (stereo unspecified),-1.0%,9%,14%,7%,-15%,-0.2%,0.1,31,0.3%,1%,
C=CCn1cnc2c(nnn2-c2ccc(C)c(C)c2)c1=O,0.5%,6%,7%,3%,4%,0.5%,-0.3,63,0.1%,-2%,
Cn1c(=O)c2c(nc(N3CCNCC3)n2Cc2ccccc2Cl)n(C)c1=O,-1.4%,1%,-18%,0%,-11%,-0.5%,1.6,31,-0.2%,4%,

# Outcome played no part in choosing rows. About 1.2% of those tested had a hit in this group.
